High-throughput results: PubChem, Johns Hopkins Ion Channel Center
CHT block – inhibits the human high affinity choline transporter | Q9GZV3 | CHT-expressing cells, membrane potential dye, choline response; stronger effect = lower value | B-score at 10 µM | actives 0.86% (n = 310,000) | AID 488975;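 active = B-score over 3 SD under the library average, and starting fluorescence ratio not unusually high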;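 note: choline stimulus applied at its EC90 after an EC20 pre-addition; B-score computed on integrated fluorescence ratio after choline addition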
Target sequence (Q9GZV3 whole entry, looked up): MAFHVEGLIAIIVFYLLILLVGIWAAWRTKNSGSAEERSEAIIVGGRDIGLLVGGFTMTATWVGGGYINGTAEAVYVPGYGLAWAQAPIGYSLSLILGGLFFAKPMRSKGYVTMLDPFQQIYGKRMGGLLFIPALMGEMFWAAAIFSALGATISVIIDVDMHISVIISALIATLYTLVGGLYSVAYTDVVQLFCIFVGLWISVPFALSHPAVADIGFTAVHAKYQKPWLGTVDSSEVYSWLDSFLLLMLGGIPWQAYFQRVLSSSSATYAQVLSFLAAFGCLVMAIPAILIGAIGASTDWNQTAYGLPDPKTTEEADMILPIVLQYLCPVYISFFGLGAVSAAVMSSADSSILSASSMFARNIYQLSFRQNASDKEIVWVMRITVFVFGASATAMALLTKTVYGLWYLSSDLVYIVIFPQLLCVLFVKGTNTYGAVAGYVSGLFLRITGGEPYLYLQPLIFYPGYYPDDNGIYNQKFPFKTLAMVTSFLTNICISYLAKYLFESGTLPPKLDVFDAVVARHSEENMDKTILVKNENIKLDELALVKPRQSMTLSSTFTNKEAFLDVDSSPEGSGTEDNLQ
Kir21 block – Kir2.1 (mouse) channel inhibition. HEK293-Kir2.1, FluxOR thallium flux fluorescence; stronger effect = lower value. P35561. AID 1672. B-score at 10 µM. actives 0.85% (n = 310,000);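 active = fluorescence ratio B-score at or below minus 3 SD of library scores, with starting-brightness B-score within 2 SD, cut at about -4.2 in these data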;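 note: channel flux triggered by added potassium and thallium sulfate stimulus; B-score of peak minus minimum fluorescence over baseline after thallium stimulus; more negative B-score means stronger Kir2.1 block with less thallium influx; some compounds called inactive have numbers as strong as hits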
Target sequence (P35561 whole entry, looked up): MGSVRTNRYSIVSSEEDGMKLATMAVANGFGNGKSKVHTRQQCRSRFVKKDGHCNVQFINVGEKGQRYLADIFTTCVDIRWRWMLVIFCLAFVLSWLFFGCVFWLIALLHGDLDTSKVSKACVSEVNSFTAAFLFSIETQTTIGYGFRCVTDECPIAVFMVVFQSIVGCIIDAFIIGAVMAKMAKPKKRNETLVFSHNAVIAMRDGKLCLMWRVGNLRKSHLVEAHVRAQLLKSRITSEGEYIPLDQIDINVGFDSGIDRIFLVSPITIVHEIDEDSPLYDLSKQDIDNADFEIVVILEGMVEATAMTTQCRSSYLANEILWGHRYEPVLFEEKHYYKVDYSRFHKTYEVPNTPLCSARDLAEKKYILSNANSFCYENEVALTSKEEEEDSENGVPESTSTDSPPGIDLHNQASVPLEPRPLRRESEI
* marks the source's active call; other numbers are inactive results; i = inactive; / = not tested or not shown.

SMILES	CHT block	Kir21 block
O=C(CSc1ncc(C(F)(F)F)cc1Cl)NCC1CCCO1 (stereo unspecified)	i	1.04
COC(=O)/C(C#N)=C/c1ccc(-c2ccc(S(N)(=O)=O)cc2)o1	i	-1.58
CC(C)n1c(O)c(N=NC(=O)Cn2ccc(C(F)(F)F)n2)c2ccccc21	i	0.45
Cc1ccc(C(=O)NCCNC(=O)c2cnccn2)cc1	i	-0.39
O=C(Nc1ccc(Cl)c(Cl)c1)c1ccccc1	i	/
COc1ccc(OC)c(C(=O)CCCC(=O)c2cc(OC)ccc2OC)c1	i	-1.41
COc1ccc(OC)c(C2NC(=O)NC(C)=C2C(=O)Nc2ccc(C)cc2C)c1 (stereo unspecified)	i	3.24
Cc1ccc(NC(=O)Cn2c(=O)oc3ccccc32)cc1Cl	i	1.39
COc1cccc(-c2ccc(SCC(=O)N3CCOCC3)nn2)c1	i	-0.76
Cc1ccccc1CN1C(=O)c2ccccc2Sc2ccc(C(=O)O)cc21	i	-0.06

Brought forward from above: 4 compounds, then new ones.
SMILES	CHT block	Kir21 block
COc1ccc(OC)c(C2NC(=O)NC(C)=C2C(=O)Nc2ccc(C)cc2C)c1 (stereo unspecified)	i	3.24
Cc1ccc(NC(=O)Cn2c(=O)oc3ccccc32)cc1Cl	i	1.39
COc1cccc(-c2ccc(SCC(=O)N3CCOCC3)nn2)c1	i	-0.76
Cc1ccccc1CN1C(=O)c2ccccc2Sc2ccc(C(=O)O)cc21	i	-0.06
COc1ccc(NC(=O)COC(=O)CNC(=O)c2cc(OC)c(OC)c(OC)c2)cc1	i	-0.43
COc1ccc(OCc2cc(C(=O)N(C)C3CCOCC3)no2)c2ccccc12	i	-1.21
C=CCN(C/C(=N\O)c1sc(C(=O)OCC)nc1C)c1cccc(Br)c1	i	-1.4
Cc1nn(Cc2ccc(C(=O)N3CCCC3)o2)c(C)c1[N+](=O)[O-]	/	0.95
CCC(=O)Nc1nc(C)c(-c2csc(Nc3ccccn3)n2)s1	i	1.25
CCOc1ccc(NCc2cc3cc(OC)ccc3[nH]c2=O)cc1	i	-0.26
CC(C)(C)c1ccc(NC(=O)Nc2ccc3ccccc3n2)cc1	i	0.54
COc1ccc(N2CCOCC2)c(NC(=O)c2ccco2)c1	i	-0.54
CN(C)c1ccc(C(=S)N2CCN(C(=S)Nc3cccc4ccccc34)CC2)cc1	i	0.58
O=C(NCC(=O)N1CCCCCCC1)c1ccccc1Br	i	-0.39
CCOC(=O)c1cccc(NC(=O)CCn2cccc2)c1	i	0.37
COC(=O)COc1ccc(/C=N/NC(=O)c2ccc(N(Cc3ccccc3)S(C)(=O)=O)cc2)cc1	i	0.73
CCN(CC)C(=O)c1cccc2c1C(=O)c1ccccc1-2	i	-1.09
O=C(NCCc1ccc(F)cc1)c1ccncc1	i	-2.07
O=S(=O)(NN=C1CCCCCC1)c1ccc(Cl)cc1	i	0.11
CCN(CC)CC(=O)c1c[nH]c2ccccc12	i	0.76
CCOC(=O)N1CCC(N(CCN(C)C)C(=S)Nc2cc(C)cc(C)c2)CC1	i	-2.68
CN(C[C@H](Cc1ccccc1)N(C[C@H](Cc1cccc2ccccc12)N(CCc1ccccc1)N=O)N=O)N=O	i	0.43
Cc1cccc(-n2nnc3cnn(C)c3c2=O)c1	i	0.13
O=C(CN1CCOCC1)Nc1nc2ccc(Cl)cc2s1	i	-0.57
O=C(NNC(=O)c1cc(OCC(F)(F)F)ccc1OCC(F)(F)F)c1ccc(Cl)c(Cl)c1	i	0.32
O=C(C1CCCN(Cc2ccc(Cl)cc2)C1)N1CCCCC1 (stereo unspecified)	i	-0.03
Cc1ccc(C(C(=O)NC2CCCC2)N(C(=O)c2csnn2)c2cccc(F)c2)o1 (stereo unspecified)	i	-0.39
O=C(CCSc1nnc(-c2ccco2)o1)Nc1ccccc1	i	-0.99
O=C(O)CC/C(=N/NC(=O)CNC(=O)Cc1ccc(Cl)cc1)c1ccccc1	i	1.27
Cc1nn(CC(=O)N2CCN(C)CC2)c(=O)c2c1sc1ccccc12	i	0.47
CNC(=S)Nc1cc(Cl)ccc1Oc1ccccc1	i	0.93
COc1ccc(C(=O)NCc2nnc(SCC(=O)N3CCCC3)o2)cc1	i	0.85
Cc1nn(-c2cc(N3CCCCC3)ccc2N)c(=O)c2ccccc12	i	1.15
COc1ccc(C(=O)/C=C\c2ccc(NC(=O)c3cccs3)cc2)cc1	i	0.08

Compounds from the list above that have a COOH group:
SMILES	CHT block	Kir21 block
Cc1ccccc1CN1C(=O)c2ccccc2Sc2ccc(C(=O)O)cc21	i	-0.06
O=C(O)CC/C(=N/NC(=O)CNC(=O)Cc1ccc(Cl)cc1)c1ccccc1	i	1.27

New compounds follow
SMILES	CHT block	Kir21 block
COc1ccc(NC(=O)CCC(=O)N2CCN(S(=O)(=O)c3ccc(C)cc3)CC2)c(OC)c1	i	-0.19
COc1cccc(NC(=S)N(CCc2c(C)[nH]c3ccccc23)Cc2cccs2)c1	i	/
Cc1cc(C)c(C(=O)CSc2nnc(N)s2)c(C)c1	i	0.55
CCOc1ccccc1/C=N/NC(=O)c1cccc(S(=O)(=O)N(CC)CC)c1	i	0.06
Cc1ccc(/C=N/n2c(COc3ccccc3)n[nH]c2=S)cc1	i	-0.75
CN(C)CCNC(=O)Cc1ncc(C(F)(F)F)cc1Cl	i	-1.42
COc1ccccc1N1CCN(C(=O)c2ccccc2N(C)S(=O)(=O)c2ccc(C)cc2)CC1	i	-0.5
Cc1cc(C)nc(Nc2cccc(C(F)(F)F)c2)n1	i	1.89
Cc1cc2nc3c(c(=O)n2[nH]1)CCCC3	i	0.57
O=C(NCCc1ccccc1)c1ccc(Br)o1	i	-0.84
CC(C)(C)NC(=O)C(c1ccc(O)cc1)N(Cc1ccco1)C(=O)CCC(=O)Nc1ccccn1 (stereo unspecified)	i	-1.59
O=C(CSc1nncn1-c1ccccc1)NC1CCCC1	i	1.31
COc1ccc(CN2CCC(n3nccc3NC(=O)CCOc3ccccc3)CC2)cc1C	i	-0.56
O=C(c1ccccc1)N1N=C(c2ccc(F)cc2)CC1(O)C(F)(F)F (stereo unspecified)	i	0.18
O=C(CN(Cc1ccco1)C(=O)CNS(=O)(=O)c1ccc(Cl)cc1)NCC1CCCO1 (stereo unspecified)	i	-0.3
COC(=O)c1ccc(SC)cn1	i	-0.23
O=C(CN1CCC(C(=O)c2ccc(Cl)cc2)CC1)Nc1ccc2c(c1)OCCO2	i	0.65
COc1ccc(S(=O)(=O)CCC(=O)Nc2c(C)n(C)n(-c3ccccc3)c2=O)cc1	i	/
O=C(CN1C(=O)c2ccccc2S1(=O)=O)c1ccc2c(c1)OCCO2	i	0
COc1ccc(NC(=O)c2cccc(N3C(=O)C4C5C=CC(C6CC56)C4C3=O)c2)c(OC)c1 (stereo unspecified)	i	2.02
Cc1ccc(-n2nc3c(c2NC(=O)c2c(-c4ccccc4Cl)noc2C)CS(=O)(=O)C3)c(C)c1	i	-0.44
Cc1csc(SCC(=O)Nc2cccc3nsnc23)n1	i	/
Cc1cc(=O)n(C2CCS(=O)(=O)C2)[nH]1 (stereo unspecified)	i	-1.55
CCCCNC(=O)[C@@H]1CC=C[C@@H]2CCN(Cc3ccc(Cl)c(Cl)c3)C(=O)[C@@H]21	i	-0.48
O=C(O)c1cccc(S(=O)(=O)NCCC(c2ccccc2)c2ccccc2)c1	i	-0.46
O=C(CN(Cc1ccco1)S(=O)(=O)c1ccccc1)N/N=C/c1cccc(O)c1	i	-0.16
Cc1ccnc(Nc2nc(-c3ccc(Cl)cc3)cs2)c1	i	1.07
CCc1ccccc1NC(=S)N(CCCN1CCOCC1)Cc1ccccn1	i	-0.55
CCc1ccc(NC(=O)c2ccc(OC)c([N+](=O)[O-])c2)cc1	i	0.07
CC(=O)Nc1ccc(N2CC(C)(C)C2=O)cc1	i	-0.84
Cc1nc2ccc(N3C(=O)CCC3=O)cc2[nH]1	i	0.77
CCOC(=O)C1(Cc2ccccc2C)CCCN(C(=O)CCC(=O)OC)C1 (stereo unspecified)	i	0
O=[N+]([O-])c1cc(Cl)cc(/C=N/n2cnnc2)c1O	i	-1.49
O=C(CN1CCN(C(=O)c2ccco2)CC1)Nc1ccccc1-c1ccccc1	i	-0.08
CCN1CCN(C(=O)c2cc3c(=O)n4ccccc4nc3s2)CC1	i	-0.18
COC(=O)CCc1c(COC(C)=O)[nH]c(C(=O)OCc2ccccc2)c1C	i	0.25
O=C(NC1CC2CCC1C2)C1COc2ccccc2O1 (stereo unspecified)	i	0.75
Cc1cccc(N(CC(=O)NCc2ccc(F)cc2)C(=O)c2csnn2)c1C	i	-0.12
CC(C)C(OC(=O)c1oc2ccccc2c1CSC1CCCCC1)C(=O)NC(N)=O (stereo unspecified)	i	-0.8
COc1ccc(C2(c3ccc(OC)cc3)NC(=O)N(CC(=O)Nc3cc(C)ccc3OC)C2=O)cc1	i	1.02
CC(Sc1nc(N2CCOCC2)c2c(c1C#N)CC(C)(C)OC2)C(=O)O (stereo unspecified)	i	-0.84
O=[N+]([O-])c1cccc(-n2cccc2/C=N/Nc2nc(N3CCCCC3)nc(N3CCCCC3)n2)c1	i	-1.47
Cn1c(C(=O)NN)cc2cc(OCc3ccccc3)ccc21	i	-1.63
CC(Sc1nnnn1C)C(=O)NC(=O)NC1CCCCC1 (stereo unspecified)	i	0.21
COc1ccc(CCN2CC(C(=O)NCCc3ccc(C)cc3)CC2=O)cc1OC (stereo unspecified)	i	0.2
COc1ccc(C(C(=O)NC2CCCCC2)N(CC2CCCO2)C(=O)CNC(=O)c2ccco2)cc1 (stereo unspecified)	i	0.17
CC(=O)NC(CC(=O)Nc1ccc2c(c1)OCCO2)c1ccccc1 (stereo unspecified)	i	0.03
CCC1CCCCN1CCCNC(=O)c1ccc2c(c1)N(Cc1c(F)cccc1Cl)C(=O)CS2 (stereo unspecified)	-5.38*	0.54
CCC(=O)c1ccc(OC(=O)c2cnccn2)cc1	i	0.43
CC(C)C(=O)NNC(=O)CSc1nc(C2CCCCC2)nc2ccccc12	i	-0.03
Next section:
SMILES	CHT block	Kir21 block
CCCCNc1cc(=O)oc2ccccc12	i	0.06
CN1C2=CC=CC=CC2=[N+](C)C12C=CC(=[N+]([O-])[O-])C=C2[N+](=O)[O-] (stereo unspecified)	i	-0.05
Cc1ccc(NC(=O)C2CCCN(S(=O)(=O)c3c(C)noc3/C=C/N(C)C)C2)cc1F (stereo unspecified)	i	/
CCOc1ccc(-c2cc(CCCC(=O)NCCc3ccccc3)no2)cc1	i	-0.61
CN1CCN(c2nc3c(c(=O)n(C)c(=O)n3C)n2CCSc2nnnn2-c2ccccc2)CC1	i	-0.49
O=C(c1ccc(Cl)c(Cl)c1)N1CCC(O)(CN2CCOCC2)CC1	i	-0.01
CCC(=Nc1ccccc1)C1=C(O)CCCC1=O	i	-1.33
CCCCOCCCNC(=O)C1c2ccccc2Oc2ccccc21	i	0.01
CN(C)/C=C/C(=O)c1ccc(Oc2ncccn2)cc1	i	0.56
COc1ccccc1-n1c(N)c(C(=O)NCC2CCCO2)c2nc3ccccc3nc21 (stereo unspecified)	i	0.32
Cc1ccc(-c2cc(C(=O)OCC(=O)N(C)c3c(N)n(Cc4ccccc4)c(=O)[nH]c3=O)c3ccccc3n2)o1	i	-0.99
CCOc1cc(CNn2nnnc2N)ccc1OCC(=O)NC(C)(C)C	i	-0.77
O=C(/C=C/c1cccs1)Nc1nc(-c2ccccc2)cs1	i	-0.64
Cc1ccc(S(=O)(=O)N2CCCCC2C(=O)N2CCN(C)CC2)cc1 (stereo unspecified)	i	-0.82
O=C(CSc1ccc(-c2ccco2)nn1)Nc1ccccc1	i	-0.71
COc1cc(/C=C2\C(=N)N3N=C(S(C)(=O)=O)SC3=NC2=O)ccc1OCCOc1ccccc1C	i	1.36
CC(C)(C)CC(=O)N1CCC(c2nc3c(nnn3Cc3c(F)cccc3Cl)c(=O)[nH]2)CC1	i	-0.14
Cc1cc(C(=O)OCC(=O)NCCc2ccccc2)c(C)o1	i	0.39
COc1ccc2nc(NC(=O)c3sc4nc(C)cc(C)c4c3N)sc2c1	i	-0.99
CCCCC1(C(=O)OCC)CC(CN2CCOCC2)OC1=O (stereo unspecified)	i	0.97
COc1ccc(C(=O)Sc2ccc(Cl)cc2)cc1OC	i	0.28
Cc1cccc(-n2ccnc2SCC(=O)O)c1C	i	-0.43
COC(=O)CC1=NN(c2ccccc2)C(=O)/C1=C\c1ccc(OC)cc1	i	1.21
Cc1cccn2c(=O)nc(SCC(=O)Nc3ccc4c(c3)OCCO4)nc12	i	1.69
Cc1csc(CN(C)C(=O)CC2C(=O)NCCN2Cc2ccc(-c3ccccc3)cc2)n1 (stereo unspecified)	i	0.01
O=C(O)c1cc(N2CCOCC2)nc2ccccc12	i	0
Cc1ccc(C(CNS(=O)(=O)c2cc(F)ccc2F)N2CCN(C)CC2)cc1 (stereo unspecified)	/	0.37
O=c1[nH]c(C2CCCN(S(=O)(=O)Cc3ccccc3)C2)nc2c1nnn2Cc1cccc(Cl)c1 (stereo unspecified)	i	-0.52
COc1ccc2c(c1)NC(=O)CC(c1ccccc1)=N2	i	0.5
CC1CCCCC1NC(=O)CN(C)S(=O)(=O)c1cccc2nsnc12 (stereo unspecified)	i	-0.89
CN(Cc1ccccc1)C(=O)COC(=O)c1ccc(Cl)c(N)c1	i	-0.27
O=C(NC(=S)Nc1ccc(N2CCOCC2)c(Cl)c1)c1sc2ccccc2c1Cl	i	-0.61

One compound at a time, as listed above:
Listed for Cc1cccn2c(=O)nc(SCC(=O)Nc3ccc4c(c3)OCCO4)nc12 = CHT block: i; Kir21 block: 1.69
Listed for O=c1[nH]c(C2CCCN(S(=O)(=O)Cc3ccccc3)C2)nc2c1nnn2Cc1cccc(Cl)c1 (stereo unspecified) = CHT block: i; Kir21 block: -0.52
